Compound activity: PubChem BioAssay, The Scripps Research Institute Molecular Screening Center
TEAD-YAP inh = TEAD-YAP interaction inhibition; HEK-TIYL cells, TEAD-Gal4/YAP UAS-luciferase luminescence; inhibition, % at 9.12 µM; actives 1.4% (n = 640,000); AID 1259422; in the data active = inhibition above about 32%;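 note: 0% = median of test compound wells and 100% = reference inhibitor wells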
FBW7 activator = human FBW7 E3 ligase activation, primary screen; normalized activity (activation), % at 26.1 µM; AID 1259310; AlphaScreen FBW7–phospho-cyclin E peptide binding, activator screen; actives 0.13% (n = 650,000); in the data active = normalized activity above about 1.9%;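 note: purified mutant Fbw7 with reduced substrate affinity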
MITF inh = human MITF inhibition, primary screen | AlphaScreen MITF homodimerization, bead proximity signal | O75030 | actives 0.91% (n = 650,000) | inhibition, % at 2.6 µM; in the data active = inhibition above about 50%;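 note: 0% = vehicle wells with protein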
Target sequence (O75030 whole entry, looked up): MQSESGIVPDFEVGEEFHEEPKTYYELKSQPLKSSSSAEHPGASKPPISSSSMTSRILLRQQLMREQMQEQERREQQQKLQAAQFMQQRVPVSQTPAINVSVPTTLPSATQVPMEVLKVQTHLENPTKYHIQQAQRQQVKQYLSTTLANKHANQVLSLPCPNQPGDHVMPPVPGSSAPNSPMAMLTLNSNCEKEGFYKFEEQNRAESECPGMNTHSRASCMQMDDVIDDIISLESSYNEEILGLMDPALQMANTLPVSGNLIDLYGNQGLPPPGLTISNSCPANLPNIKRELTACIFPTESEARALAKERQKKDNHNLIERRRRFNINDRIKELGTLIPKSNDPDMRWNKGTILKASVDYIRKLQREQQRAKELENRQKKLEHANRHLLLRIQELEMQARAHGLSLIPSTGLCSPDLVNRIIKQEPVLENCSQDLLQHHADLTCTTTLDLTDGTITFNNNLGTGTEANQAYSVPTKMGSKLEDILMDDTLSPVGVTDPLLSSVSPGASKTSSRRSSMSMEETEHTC
GPR151 ag = activates the human receptor GPR151; Q8TDV0; PathHunter beta-arrestin GPR151 cells, luminescence; activation, % at 11.2 µM; actives 1% (n = 650,000); AID 1508602; in the data active = activation above about 4.9%;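 note: 0% = median of compound wells and 100% = cells with positive control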
Target sequence (Q8TDV0 whole entry, looked up): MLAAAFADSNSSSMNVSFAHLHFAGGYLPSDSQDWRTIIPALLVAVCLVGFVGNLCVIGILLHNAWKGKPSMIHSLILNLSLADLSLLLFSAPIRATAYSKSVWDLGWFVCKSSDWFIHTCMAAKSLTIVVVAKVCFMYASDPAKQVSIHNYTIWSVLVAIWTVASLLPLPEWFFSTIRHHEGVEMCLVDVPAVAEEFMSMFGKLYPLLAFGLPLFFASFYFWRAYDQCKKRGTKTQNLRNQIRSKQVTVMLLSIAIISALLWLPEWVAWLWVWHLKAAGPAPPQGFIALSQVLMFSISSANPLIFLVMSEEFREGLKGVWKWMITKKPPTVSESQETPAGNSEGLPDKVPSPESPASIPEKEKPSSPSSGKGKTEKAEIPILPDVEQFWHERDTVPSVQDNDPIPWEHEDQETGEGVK
An asterisk follows results filed as active; & = joins results of further samples.

molecule,MITF inh,FBW7 activator,TEAD-YAP inh,GPR151 ag
O=C(N/C(=C\c1ccc(Cl)cc1)C(=O)N1CCCCC1)c1ccco1,7,0.8,-8,-2.0
S=C(NC1CCCCC1)N1CCN(c2ncccn2)CC1,-7,0.0,-3,-1.3
O=C(O)CC12CC3CC(C1)CC(CC(=O)O)(C3)C2,-2,-0.1,-3,0.8
CCOC(=O)c1c(NC(=O)CSc2nnc(CNC(=O)c3ccc(Cl)cc3Cl)n2C)sc2c1CCCCC2,12,0.4,-5,-0.3
Cc1c(NC(=O)c2sc3cc(F)ccc3c2Cl)c(=O)n(-c2ccccc2)n1C,4,0.3,-14,-0.8
Cc1noc(N)c1C1(O)C(=O)N(Cc2ccccc2Cl)c2ccccc21 (centres undefined),4,0.0,0,-0.8
Cc1ccc2[nH]c3c(c2c1)CCCC3C(=O)O (centres undefined),-1,0.5,7,0.2
Cc1ccc(S(=O)(=O)N2CCC(C(=O)NCC(=O)C(C)(C)C)CC2)cc1,0,-0.1,1,-0.3
Fc1ccc(CNc2c3c(nc4ncnn24)CCCC3)cc1,13,0.1,6,0.0
O=C(CN(c1cccc(Cl)c1)S(=O)(=O)c1ccccc1)NCc1ccco1,17,0.2,9,1.9
N#CC1=C(N)Oc2n[nH]c(C34CC5CC(CC(C5)C3)C4)c2C1c1ccc(O)cc1 (centres undefined),-1,0.0,0,-0.7
O=C(Nc1ccccc1)c1ccc(S(=O)(=O)NC23CC4CC(CC(C4)C2)C3)cc1,1,-0.1,-3,-0.1
Cn1c(=O)c2c(SCCO)nc(-c3ccccc3Cl)nc2n(C)c1=O,3,0.1,-5,1.3
CCCCOc1ccc(C(=O)NCc2cn3cccc(C)c3n2)cc1,4,-0.1,9,-0.9
OCc1c(O)cnc2ccccc12,14,-0.1,8,0.6
COC(=O)C(C(=O)OC)C(c1ccccc1)C(C(=O)OC)C(=O)OC,1,-0.1,-6,1.7
O=C(/C=C/c1ccccc1O)c1ccco1,-4,-0.1,-14,-1.7
CC(C)c1nc2ccc(-c3ccnc(NC4CCOCC4)n3)cc2c(=O)[nH]1,-13,-0.3,-8,2.2
COc1cccc(C2CC(c3cccs3)=NN2C(=O)CN2CCCC2)c1OC (centres undefined),7,0.1,2,0.3
Nc1cc(Cl)ccc1C(=O)OCC(=O)c1ccc(OC(F)F)cc1,-3,-0.2,-6,0.5
Cc1cccc[n+]1CC(=O)c1ccc(NC(=O)c2ccccc2)cc1,22,0.2,4,-1.0
Cc1nn(-c2ccc(Cl)cc2)c(N)c1C1(O)C(=O)Nc2ccc(F)cc21 (centres undefined),-6,-0.1,7,-0.7
COc1ccc(C)cc1N(C)C(=O)Cn1c(=O)oc2ccccc21,2,-0.1,15,-0.8
CC1NC(=O)NC1CCCCCC(=O)OCC(=O)c1ccccc1 (centres undefined),115*,-0.6,-9,-1.6
COc1ccc(C(=O)NC(Nc2sc3c(c2C#N)CCCCC3)(C(F)(F)F)C(F)(F)F)cc1,1,0.0,7,2.3
CCOc1ccc(CN2CCCN(C)CC2)cc1,60*,0.3,0,-1.2
Cc1nc2c(ccc3nc(NC(=O)c4ccccc4[N+](=O)[O-])sc32)s1,18,0.2,-21,-0.9
O=C(Cn1nc(C(=O)N2CCOCC2)cc1-c1cccs1)NCc1ccccc1Cl,14,0.7,-3,1.6
Cc1ccc(COC(=O)c2ccc3ncsc3c2)cc1,18,0.5,-66,-2.8
CCSc1c(-c2ccccc2)nc2ccccc2c1C(=O)O,16,0.5,-3,-1.1

Single records (already shown). Values in the order: MITF inh, FBW7 activator, TEAD-YAP inh, GPR151 ag
Cc1nn(-c2ccc(Cl)cc2)c(N)c1C1(O)C(=O)Nc2ccc(F)cc21 (centres undefined) across the screens: -6, -0.1, 7, -0.7
CC(C)c1nc2ccc(-c3ccnc(NC4CCOCC4)n3)cc2c(=O)[nH]1 across the screens: -13, -0.3, -8, 2.2

(further entries)
molecule,MITF inh,FBW7 activator,TEAD-YAP inh,GPR151 ag
Cc1ccc(Nc2c(-c3ccccc3)c(=O)c2=O)cc1F,10,0.0,35*,-1.6
COC(=O)c1ccc(NC(=O)COc2cc(Cl)ccc2Cl)cc1,3,0.0,2,-0.4
Clc1cc(Nc2ccccc2)ncn1,-4&14,-0.1&0.0,-9&2,-0.4&2.7
COc1ccc(NC(=O)Cc2nnc(NC(=O)Nc3cccc(OC)c3)s2)cc1,-1,-0.1,6,-1.0
Cc1nc(SCc2c(C)noc2C)c2c3c(sc2n1)CCCC3,-3,0.1,5,-0.8
O=C(O)CCCC(=O)Nc1ccc(Cl)c(NC(=O)Cc2ccccc2)c1,18,-0.1,12,3.3
CCOC(=O)c1[nH]c(=O)[nH]c1CSC(=N)N,-12,-0.1,3,-0.9
CC(=O)n1cnc2c(c1=O)C1(CCCC1)Cc1ccccc1-2,14,-0.1,7,1.3
CC(=O)C1C(=O)CC(C)(O)C(C(C)=O)C1c1cccnc1 (centres undefined),0,0.1,3,0.3
COc1ccc(CNCc2ccccc2)c(OC)c1OC,-9,-0.1,-5,-0.6

23 neighbouring entries out of the list so far:
molecule,MITF inh,FBW7 activator,TEAD-YAP inh,GPR151 ag
OCc1c(O)cnc2ccccc12,14,-0.1,8,0.6
COC(=O)C(C(=O)OC)C(c1ccccc1)C(C(=O)OC)C(=O)OC,1,-0.1,-6,1.7
O=C(/C=C/c1ccccc1O)c1ccco1,-4,-0.1,-14,-1.7
CC(C)c1nc2ccc(-c3ccnc(NC4CCOCC4)n3)cc2c(=O)[nH]1,-13,-0.3,-8,2.2
COc1cccc(C2CC(c3cccs3)=NN2C(=O)CN2CCCC2)c1OC (centres undefined),7,0.1,2,0.3
Nc1cc(Cl)ccc1C(=O)OCC(=O)c1ccc(OC(F)F)cc1,-3,-0.2,-6,0.5
Cc1cccc[n+]1CC(=O)c1ccc(NC(=O)c2ccccc2)cc1,22,0.2,4,-1.0
Cc1nn(-c2ccc(Cl)cc2)c(N)c1C1(O)C(=O)Nc2ccc(F)cc21 (centres undefined),-6,-0.1,7,-0.7
COc1ccc(C)cc1N(C)C(=O)Cn1c(=O)oc2ccccc21,2,-0.1,15,-0.8
CC1NC(=O)NC1CCCCCC(=O)OCC(=O)c1ccccc1 (centres undefined),115*,-0.6,-9,-1.6
COc1ccc(C(=O)NC(Nc2sc3c(c2C#N)CCCCC3)(C(F)(F)F)C(F)(F)F)cc1,1,0.0,7,2.3
CCOc1ccc(CN2CCCN(C)CC2)cc1,60*,0.3,0,-1.2
Cc1nc2c(ccc3nc(NC(=O)c4ccccc4[N+](=O)[O-])sc32)s1,18,0.2,-21,-0.9
O=C(Cn1nc(C(=O)N2CCOCC2)cc1-c1cccs1)NCc1ccccc1Cl,14,0.7,-3,1.6
Cc1ccc(COC(=O)c2ccc3ncsc3c2)cc1,18,0.5,-66,-2.8
CCSc1c(-c2ccccc2)nc2ccccc2c1C(=O)O,16,0.5,-3,-1.1
Cc1ccc(Nc2c(-c3ccccc3)c(=O)c2=O)cc1F,10,0.0,35*,-1.6
COC(=O)c1ccc(NC(=O)COc2cc(Cl)ccc2Cl)cc1,3,0.0,2,-0.4
Clc1cc(Nc2ccccc2)ncn1,-4&14,-0.1&0.0,-9&2,-0.4&2.7
COc1ccc(NC(=O)Cc2nnc(NC(=O)Nc3cccc(OC)c3)s2)cc1,-1,-0.1,6,-1.0
Cc1nc(SCc2c(C)noc2C)c2c3c(sc2n1)CCCC3,-3,0.1,5,-0.8
O=C(O)CCCC(=O)Nc1ccc(Cl)c(NC(=O)Cc2ccccc2)c1,18,-0.1,12,3.3
CCOC(=O)c1[nH]c(=O)[nH]c1CSC(=N)N,-12,-0.1,3,-0.9

Next section
molecule,MITF inh,FBW7 activator,TEAD-YAP inh,GPR151 ag
COc1cccc(OC)c1C(=O)Nc1ccc(NC(=O)c2cccs2)cc1,5,-0.1,4,0.9
O=C(Nc1ccc(F)c(F)c1N1CCC2(CC1)OCCO2)c1ccc(Br)o1,5,-0.1,9,-0.1
O=C1COc2cc(S(=O)(=O)N(CCO)Cc3ccccc3)ccc2N1,8,-0.1,5,-0.4
COc1ccc(CNC(=O)CCCn2nnnc2CN2CCC(C)CC2)c(OC)c1,12,0.1,3,-0.5
COc1ccccc1C1=NOC(C(=O)N(C)C2CCCCC2)C1 (centres undefined),-2,-0.3,-17,0.9
Cc1ccc(C2CC(c3cccs3)=NN2C(=O)CSc2nnc(CNC(=O)Cc3ccccc3)n2-c2ccccc2)cc1 (centres undefined),18,0.1,10,-1.2
CCc1ccc(NC(=O)C(=O)NCCN2CCN(C(=O)c3ccc(OC)cc3)CC2)cc1,5,0.1,-4,0.6
O=C(COc1ccc2c(c1)CCC2)NNC(=O)Nc1ccccc1C(F)(F)F,-6,0.4,-3,-0.8
O=[N+]([O-])c1c(Nc2ccc(Cl)cc2)cc(N2CCCCC2)c2nonc12,1,-0.1,-5,0.7
O=C(Nc1ccc(F)cc1)Nc1nnc(-c2ccccc2F)s1,-15,0.2,3,0.3
Cc1cccn2c(=O)c3cc(C#N)c(=O)n(Cc4ccc5c(c4)OCO5)c3nc12,4,0.9,6,-0.8
O=C1C(Br)=CC(=CN(O)c2ccccc2)C=C1Br,-1,0.1,7,-3.4
NNC(=O)COc1ccc(OCc2ccccc2)cc1,-11,-0.1,7,-0.9
NC(=O)c1oc2ccccc2c1NC(=O)c1ccc(Br)cc1,12,1.0,-2,0.6
C=CCn1c(SCC(=O)CC(=O)OCC)nc2cc(C(=O)N3CCC(C(N)=O)CC3)ccc2c1=O,12,0.3,9,0.4
CC(NC(=O)COc1ccccc1C(C)(C)C)c1ccccc1 (centres undefined),-7,0.0,-18,-1.1
O=[N+]([O-])c1ccc(NCCNCCO)c(Cl)c1,-8,0.0,-6,-0.2
Cc1ccc([N+](=O)[O-])cc1S(=O)(=O)Oc1ccc(C(=O)O)cc1,10,0.0,5,0.6
O=C(Nc1ccc(Br)cc1)/C(=C\c1ccc([N+](=O)[O-])cc1)NC(=O)c1ccccc1Br,-12,0.1,-4,1.0
Clc1cccc(Cl)c1OCCCN1CCOCC1,16,-0.1,-2,0.3
CC(C)=CC(=O)Nc1ccc(I)cc1,-8,-0.2,-90,-0.2
COCC1CCCN(CC(=O)NCc2ccc(C)cc2)C1 (centres undefined),35,-0.2,1,0.0
CC(=O)c1c(N2CCCCC2)nc2ccc(Br)cc2c1-c1ccccc1,-8,-0.1,-2,-1.5
COC(=O)C(C)Oc1ccc2c(c1C)O/C(=C\c1ccco1)C2=O (centres undefined),7,-0.2,-8,0.6
Cn1c(SCc2nc3ccccc3c(=O)[nH]2)nnc1-c1ccco1,1,-0.2,3,0.2
COc1ccc(CCN(C)CCC(=O)Nc2ccccc2)cc1OC,-8,-0.3,-16,-0.3
Cc1ccc(S(=O)(=O)NC(C(=O)O)C(C)O)cc1C (centres undefined),-5,-0.1,0,-0.1
CCOc1ccc(NC(=O)c2snc3c(=O)[nH]cnc23)cc1,-9,-0.1,-3,0.0
Cc1ccc(S(=O)(=O)Nc2ccc(NS(=O)(=O)c3ccc([N+](=O)[O-])cc3)cc2)cc1,20,0.6,6,-0.5
Cc1cccc(OCC(O)Cn2c(N3CCOCC3)nc3c2c(=O)[nH]c(=O)n3C)c1 (centres undefined),13,0.1,2,0.4
CC(C)N(CCNC(=O)c1ccc2nc(Br)sc2c1)C(C)C,-2,-0.1,4,2.9
COc1ccc(-c2nc(NCCc3ccc(O)cc3)c3ncn(C(C)C)c3n2)cn1,5,0.0,65*,-1.1
Cc1nc2c3ccccc3nc(SCc3cccc(Cl)c3)n2n1,1,-0.2,-11,-0.6
C=CCNC(=S)N1CCN(c2ncc3c(=O)c(C(=O)O)cn(CC)c3n2)CC1,9,0.0,-5,-0.2
N#Cc1ccccc1OCC(=O)NCc1ccco1,8,-0.1,-15,-1.1
CCCn1c(SC(C)C)nc2c1c(=O)[nH]c(=O)n2C,4,0.2,-8,3.1
CCCn1c(SCC(=O)NCc2ccc(C)cc2)n[nH]c1=O,9,0.3,1,0.1
CCN(CC)S(=O)(=O)c1ccc(C(=O)Nc2c3c(nn2-c2ccc(C)cc2C)CS(=O)(=O)C3)cc1,-1,0.0,3,-0.3
CCC1CCCCN1S(=O)(=O)c1ccc(C)cc1 (centres undefined),1,0.0,2,-0.5
CN(Cc1ccccc1)C(=O)CCC1CCN(C(=O)CSc2nncn2C)CC1,15,0.2,-11,0.1
O=c1cc(CSc2ncc(C(F)(F)F)cc2Cl)nc2sccn12,0,0.6,-9,0.6
C[C@@H](NC(=O)N[C@H]1C[C@H]2C(=O)N[C@@H](Cc3ccc(Cl)cc3)C(=O)N2C1)c1ccccc1,-4,0.0,-7,-1.9
Cc1cc2c(=O)oc(-c3ccc(Br)cc3)nc2s1,4,-0.1,0,-1.1
CCC(C)Nc1nc(NCCOC23CC4CC(CC(C4)C2)C3)nc(OCC(F)(F)F)n1 (centres undefined),15,-0.1,7,0.9
